TAAR1 ag = human TAAR1 agonists, primary screen, Fluo-8 calcium fluorescence, CHO RD-HGA16 cells; Trace amine-associated receptor 1 (Homo sapiens), Q96RJ0; vehicle wells 0%, saturating PEA agonist 100%; activation, % at 3 µM; 360,000 compounds, 0.99% hits;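 active = activation above the mean activation of all test compounds in the run plus 3 SD, cut at about 38% in these data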
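Assay system – CHO-derived RD-HGA16 cells with stable Gα16 and human TAAR1 · Compound dosing – one-point dosing at 3 µM (nominal) · Incubation – 17-24 h seeding, 75 min 37 °C dye, 30 min RT · Measured by – kinetic Fluo-8 calcium fluorescence · Control set – DMSO vehicle as 0%, PEA at EC100 as 100% · Repeats – single well for each compound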
CHO-K1 Ca ag = counter-screen for M1 agonists: effect in parental CHO-K1 cells; Fluo-8 calcium fluorescence; scaled to maximal ATP response, vehicle zero; AID 602248, 2012; activation, % at 3 µM; 360,000 compounds, 0.48% hits; in the data active = activation above about 15%;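 note: untransfected CHO-K1 host cells lacking M1 receptor as counterscreen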
V1aR counter = agonists of human V1a receptor, primary screen, counter-screen for OXTR agonist project, fluorescence, CHO-V1R cells; Fluo-8 calcium fluorescence, agonist mode; 0% DMSO, 100% 3 nM vasopressin; activation, % at 3 µM; 320,000 compounds, 0.25% hits; Vasopressin V1a receptor (Homo sapiens), P37288;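 active = activation above the mean activation of all tested compounds plus 3 SD, per screening run, cut at about 20% in these data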;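 note: signal is peak over basal fluorescence ratio across a 100 second FLIPR read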
Target sequence (P37288 whole entry, looked up): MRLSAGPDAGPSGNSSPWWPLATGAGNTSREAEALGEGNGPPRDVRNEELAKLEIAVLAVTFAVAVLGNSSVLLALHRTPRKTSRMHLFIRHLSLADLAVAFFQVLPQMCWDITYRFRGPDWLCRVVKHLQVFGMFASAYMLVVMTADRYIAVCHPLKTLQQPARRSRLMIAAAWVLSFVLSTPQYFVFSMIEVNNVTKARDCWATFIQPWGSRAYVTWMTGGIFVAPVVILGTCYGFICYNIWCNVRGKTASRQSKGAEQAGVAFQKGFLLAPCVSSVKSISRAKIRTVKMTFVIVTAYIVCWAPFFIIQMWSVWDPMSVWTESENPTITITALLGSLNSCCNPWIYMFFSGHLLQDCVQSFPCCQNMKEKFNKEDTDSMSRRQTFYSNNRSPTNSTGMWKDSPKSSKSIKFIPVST
CHO parental Ca = ATP-evoked calcium signal inhibitors, parental CHO, primary screen, counter-screen for OX1R antagonist project, cell-based, fluorescence, Fluo-8 calcium dye | 330,000 compounds, 0.63% hits | parental CHO-K1, ATP-induced calcium, Fluo-8 fluorescence | inhibition, % at 5.6 µM;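 active = inhibition above that plate's mean sample inhibition plus 3 SD, cut at about 26% in these data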;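 note: 0% = ATP-challenged DMSO wells and 100% = DMSO wells without ATP; some compounds past the cut are filed as inactive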
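material = parental CHO cells | also added = ATP as calcium-mobilizing challenge | dosing = single point at 5.6 µM | detection = intracellular calcium via Fluo-8 no-wash fluorescent dye | read-out = % inhibition | benchmarks = low control ATP plus DMSO, high control DMSO only | repeats = one well per compound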
CHRM1 agonist = human M1 muscarinic receptor agonists, primary screen, Fluo-8 calcium fluorescence, CHO-K1 cells, HTS; CHO-K1 hM1, agonist mode; 0% DMSO, 100% acetylcholine EC100; activation, % at 3 µM; 360,000 compounds, 0.33% hits; AID 588814, 2011;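 active = activation above the run's mean compound activation plus 3 SD, cut at about 16% in these data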;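 note: peak over basal fluorescence ratio within a 140 s kinetic read after compound addition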
Target sequence (P11229 whole entry, looked up): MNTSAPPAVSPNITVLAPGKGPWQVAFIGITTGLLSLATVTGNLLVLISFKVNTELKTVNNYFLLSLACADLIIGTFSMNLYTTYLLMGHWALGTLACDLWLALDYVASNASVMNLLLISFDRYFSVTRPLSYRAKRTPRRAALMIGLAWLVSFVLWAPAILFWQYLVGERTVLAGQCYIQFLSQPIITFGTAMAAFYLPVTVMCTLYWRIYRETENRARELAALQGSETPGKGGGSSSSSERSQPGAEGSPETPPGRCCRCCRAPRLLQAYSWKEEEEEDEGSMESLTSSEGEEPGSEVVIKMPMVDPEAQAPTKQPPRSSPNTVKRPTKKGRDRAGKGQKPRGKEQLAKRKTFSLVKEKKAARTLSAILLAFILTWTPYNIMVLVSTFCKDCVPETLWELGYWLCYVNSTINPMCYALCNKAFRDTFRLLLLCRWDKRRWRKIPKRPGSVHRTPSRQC
CHO-K1 Ca PAM = nonselective calcium activators in parental CHO-K1 cells, primary screen, counter-screen for M1 PAM project, cell-based, Fluo-8 calcium fluorescence, full deck, 1536-well; ATP EC20; 0% at ATP EC20, 100% at ATP max; 360,000 compounds, 0.02% hits; activation, % at 3 µM;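 active = activation above the run cutoff, the mean activation of all test compounds plus 3 SD, cut at about 40% in these data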;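 note: peak over basal fluorescence ratio in a 140 s read after ATP addition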
OXTR potentiator = human OXTR potentiators, primary screen, fluorescence, CHO-OTR cells, Fluo-8 calcium | Oxytocin receptor (Homo sapiens), P30559 | Fluo-8 calcium fluorescence, potentiator mode; 0% = oxytocin EC15, 100% = EC100 | activation, % at 3 µM | 320,000 compounds, 0.061% hits | AID 2445, 2010;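 active = activation above that plate's cutoff, the mean activation of tested compounds plus 3 SD, cut at about 6.6% in these data, passing the limit was not always enough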;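 note: 100% uses oxytocin at 75 nM as the full agonist control; some results filed as inactive read as strong as hits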
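Assay system: CHO cell line stably expressing human OTR | Also added: Oxytocin at about EC15, sub-maximal agonist stimulus | Times: Compound 6 min at room temperature before oxytocin, 100 s read | Measured by: Fluo-8 intracellular calcium fluorescence, ex 470-495, em 515-575 nm | Controls: EC15 oxytocin alone as 0%, 75 nM oxytocin as 100%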
CHO-K1 Ca antag = nonselective inhibitor or artifact in parental CHO-K1 cells; ATP-induced calcium, Fluo-8 fluorescence; inhibition, % at 3 µM; 360,000 compounds, 0.6% hits; AID 602250;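 active = inhibition above a per-plate cutoff, the plate's mean sample inhibition plus 3 SD, cut at about 24% in these data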;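 note: 0% = DMSO plus EC80 ATP and 100% = DMSO alone without ATP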
TAAR1 antagonist = human TAAR1 antagonists, primary screen, Fluo-8 calcium fluorescence, CHO RD-HGA16 cells | antagonist | inhibition, % at 3 µM | 360,000 compounds, 1.5% hits;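 active = inhibition above a per-plate cutoff, the mean inhibition of test compounds on that plate plus 3 SD, cut at about 49% in these data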;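 note: 0% = DMSO plus EC80 beta-PEA response and 100% = DMSO alone without agonist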
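Test system – hTAAR1-expressing CHO RD-HGA16 cells, Gα16-coupled · Reagent – β-PEA at EC80 concentration, post-compound challenge · Compound dosing – 3 µM, single point · Timing – 140 s kinetic read after compound, 140 s after agonist · Detection – Fluo-8 intracellular calcium dye fluorescence, real-time kinetic reads · Control set – DMSO and EC80 PEA controls · Repeats – n of 1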
An asterisk follows results filed as active; . = not tested or not shown.

Each structure is followed by: TAAR1 ag	CHO-K1 Ca ag	V1aR counter	CHO parental Ca	CHRM1 agonist	CHO-K1 Ca PAM	OXTR potentiator	CHO-K1 Ca antag	TAAR1 antagonist
CC(C)OP(=O)(c1ccc(N(C)C)cc1)C(O)c1ccccc1F (configuration not stated)
 : 10	-0.1	1.0	-7	-6	-4	-1	4	-12
CCCNc1cc(=S)nc(N)[nH]1
 : 0	-0.1	-1.2	-9	-5	13	0	-8	-3
O=C(N/N=C/c1ccccc1O)c1cccc2ccccc12
 : 4	1.0	.	.	0	1	.	-3	-1
C=CCSc1nnc(-c2ccc(Cl)cc2Cl)o1
 : 5	-0.2	-1.3	-14	1	13	3	-11	6
CC1CCCN(C(=O)c2nn(C)c3c2CS(=O)(=O)c2ccccc2-3)C1 (configuration not stated)
 : 4	3.3	2.9	-4	-1	18	-13	-13	-9
Fc1ccccc1COc1ccc(Br)cc1CNCc1cccnc1
 : 7	6.5	5.1	-30	-9	8	-7	-2	32
O/N=C(\c1ccc(Cl)cc1Cl)c1ncc(C(F)(F)F)cc1Cl
 : -1	3.0	-0.9	5	-6	14	-4	3	0
COc1ccc2c(c1)C(C)=CC(C)(C)N2C(=O)CNCc1ccc2c(c1)OCO2
 : 26	1.3	0.7	-29	-1	13	-7	-21	12
CN(C)CCCN(C(=O)c1nc2ccccc2s1)c1nc2ccc(F)cc2s1
 : 1	0.2	0.7	-11	-3	7	1	-13	-6
C=C1CCN([C@@H](CC(C)C)C(=O)NCc2cc(OC)c(OC)c(OC)c2)S(=O)(=O)c2ccccc21
 : 6	-0.4	-0.7	-22	-4	20	-5	-24	3

At a glance, part of the list above.
Each structure is followed by: TAAR1 ag	CHO-K1 Ca ag	V1aR counter	CHO parental Ca	CHRM1 agonist	CHO-K1 Ca PAM	OXTR potentiator	CHO-K1 Ca antag	TAAR1 antagonist
CC(C)OP(=O)(c1ccc(N(C)C)cc1)C(O)c1ccccc1F (configuration not stated)
 : 10	-0.1	1.0	-7	-6	-4	-1	4	-12
CCCNc1cc(=S)nc(N)[nH]1
 : 0	-0.1	-1.2	-9	-5	13	0	-8	-3
O=C(N/N=C/c1ccccc1O)c1cccc2ccccc12
 : 4	1.0	.	.	0	1	.	-3	-1

Continued.
Each structure is followed by: TAAR1 ag	CHO-K1 Ca ag	V1aR counter	CHO parental Ca	CHRM1 agonist	CHO-K1 Ca PAM	OXTR potentiator	CHO-K1 Ca antag	TAAR1 antagonist
Cc1ccc(C)n1-c1ccc(N2CCOCC2)cc1
 : -1	0.1	0.6	-7	-5	0	-4	1	13
NC(=O)CC1C(=O)N(c2ccccc2)C(=S)N1NC(=O)c1ccccc1 (configuration not stated)
 : 5	-0.5	.	.	3	4	.	-6	-1
COc1ccc(/C=C/C(=O)OCC(=O)Nc2ccc(N3CCOCC3)cc2)cc1OC
 : -3	0.6	0.5	-8	-1	17	-1	-7	-6
COc1ccc2[nH]c(C)c(CN3CCCCC3)c(=O)c2c1
 : 8	0.8	0.3	8	-8	17	-4	-8	-10
COc1ccc(C(CC(=O)N2CCOCC2)c2c(OC)cc(OC)c3c(-c4ccccc4)cc(=O)oc23)cc1 (configuration not stated)
 : 8	0.5	1.0	-23	-4	10	-7	-12	14
Cn1cnc([N+](=O)[O-])c1Nc1ccccc1O
 : 2	0.1	0.8	4	-4	19	-6	-14	-16
CSc1scc2c1-c1nc(SCC(=O)C(C)(C)C)ncc1CC2
 : -1	13	1.2	-10	-2	1	-14	9	13
COc1ccc(C(C)(C)C)cc1S(=O)(=O)N1CCC(C(N)=O)CC1
 : 1	0.2	0.6	-11	-4	4	1	-12	2
O=C1OCC2=C1C(c1ccc(F)cc1)c1cc3c(cc1N2)OCCO3 (configuration not stated)
 : -3	-0.6	.	.	-8	-10	.	6	-22
COc1cc(S(=O)(=O)N2CCCCC2)ccc1NC=O
 : 5	0.1	0.1	12	-2	2	-5	4	1
CC(C)NC(=O)c1ccc2c3n(nc2c1)-c1ccc(Cl)cc1CO3
 : 6	0.9	-0.5	-20	-13	31	-1	-21	19
O=c1[nH]c2cc([N+](=O)[O-])c([N+](=O)[O-])cc2[nH]c1=O
 : 12	3.8	0.9	1	-5	-2	-8	0	-3
Cc1cc(C)c(C#N)c(SCc2ccc([N+](=O)[O-])cc2)n1
 : 0	-0.1	1.0	-4	-3	10	-4	-3	-5
CCc1ccc(-n2c(CSc3nnnn3-c3ccccc3)nc3ccccc3c2=O)cc1
 : 13	-0.2	1.4	-9	-3	15	-2	-6	5
Cc1ccc(S(=O)(=O)N2CCN(C(=O)CSc3nnnn3C)CC2)c(C)c1
 : 4	1.0	0.4	-4	-5	19	-6	-17	-8
CC1CCN(C(=O)c2[nH]cnc2C(=O)N2CCN(C(=O)OC(C)(C)C)CC2)CC1
 : 3	0.9	0.6	1	2	14	-7	-13	17
Cc1nc2nc[nH]n2c(=O)c1C/C=C/c1ccccc1
 : 8	1.1	1.6	-14	-3	20	-11	-5	-3
CC(CCc1ccc(O)cc1)NC1C2CC3CC(C2)CC1C3 (configuration not stated)
 : 5	1.1	0.7	-10	-12	-6	-6	15	1
COc1ccc(NC(=S)NCCCN2CCN(C3CCCCC3)CC2)cc1
 : -1	0.8	-0.1	-13	0	3	-12	-12	9
COCCn1c(-c2ccc(F)cc2)nc2oc3cc(OC)ccc3c(=O)c2c1=O
 : 1	0.5	0.5	-13	-3	4	-10	10	4
COC(=O)c1cc(OC)c(OC)cc1N1C(=O)CC(C)(C)CC1=O
 : .	0.8	0.8	12	-3	12	-8	-12	.
CCC1CCC/C1=N\NC(=O)c1ccc(Cl)cc1 (configuration not stated)
 : 7	4.7	-0.5	-1	-2	-1	-14	9	-10
COC(=O)[C@@H](Cc1ccccc1)NC(=O)NCCc1c[nH]c2ccccc12
 : 4	1.4	5.9	7	0	10	-3	3	8
CCCNC(=O)CN1C(=O)NC2(CCCc3cc(OC)ccc32)C1=O (configuration not stated)
 : 10	0.2	-0.9	-5	-4	16	-1	-9	2
COc1ccc(C(=O)Nc2ccc(NC(=O)C3CCCCC3)nc2)cc1
 : -5	1.9	0.0	-3	-3	25	-8	-20	4
O=S(=O)(NCC(Nc1ccc(Cl)cc1)c1ccccc1)c1ccc(Cl)cc1 (configuration not stated)
 : 1	0.2	0.2	-12	-4	7	-6	-3	31
COc1ccccc1S(=O)(=O)N1CCNC(=O)C1
 : 1	0.6	0.8	-2	1	20	6	-11	-4
CC(CN1CCOCC1)OC(=O)c1cccc(Cl)c1 (configuration not stated)
 : 6	0.7	-0.8	-7	-4	19	-19	-16	-8
c1ccc(Cc2nc3ccccc3n2Cc2ccccc2)cc1
 : 18	-0.2	-0.9	-40	-5	6	-17	-8	12
Cc1cc(C)cc(CN2C(=O)NC3(CCCCCC3)C2=O)c1
 : 5	-1.3	-2.5	-19	1	18	-7	3	3
CC(=O)NNC(=O)c1csc(Cc2c(Cl)sc3ccc(Cl)cc23)n1
 : 6	2.5	2.1	-34	4	16	-13	0	14
c1ccc2c(c1)ncn2Cc1nnc2sc(-c3ccc4c(c3)OCO4)nn12
 : 12	-0.5	0.1	-14	3	5	-3	-2	-7
CCOc1ccc(N(CC(=O)Nc2ccc(C)cc2)S(C)(=O)=O)cc1
 : 2	-0.3	-0.2	-11	-5	-21	-16	16	-6
O=C(NCC1CCCO1)C(C(=O)c1ccc(F)cc1)n1ccccc1=O (configuration not stated)
 : 7	-0.3	0.4	-2	-3	-7	2	31*	-7
COC(=O)c1ccccc1C(=O)c1ccc2c(c1)NC(=O)CO2
 : 2	0.0	0.1	4	-5	0	-19	0	-5
C1CCc2nnc(C3CC3)n2CC1
 : 4	2.1	0.5	-12	-7	-5	-4	22	-1
O=C(COC(=O)COc1ccccc1)Nc1cccc([N+](=O)[O-])c1
 : 2	1.1	0.1	-2	-4	-10	-11	11	-14
O=C(NCc1cccnc1)c1cnn2ccccc12
 : 0	0.3	0.2	-7	-4	14	-1	-11	6
CCn1cc(C(=O)N2CCn3c(nc4ccccc43)C2)c(=O)c2ccc(C)nc21
 : -1	0.2	-1.1	-15	-5	30	-4	-11	-9
C=CCC[C@@H](Cc1ccc(F)cc1)C(=O)OC[C@@H](Cc1ccccc1)NC(=O)[C@@H](CC=C)CC(=O)N[C@@H](CO)Cc1ccccc1
 : 6	5.2	3.3	-25	0	2	-10	12	-2
CCOC(=O)CC(NC(C)=O)c1ccc([N+](=O)[O-])cc1 (configuration not stated)
 : 1	0.4	0.2	1	-3	20	-6	-13	4
COC(=O)c1ccc(Cn2c(CN3CCOCC3)nc3ccccc3c2=O)o1
 : 8	0.8	1.8	-12	-2	25	-3	-9	-16
O=[N+]([O-])c1ccccc1N=Nc1ccc(O)cc1
 : 1	6.7	2.3	1	0	-10	-10	8	-21
COc1ccc(OCCSc2nnnn2C2CCCCC2)cc1
 : 20	1.1	-0.1	-13	-4	10	-14	-6	7
Cc1ccc(C)c2[nH]c(=O)c(CN(CC3CCCO3)C(=O)NC3CCCCC3)cc12 (configuration not stated)
 : 1	-0.2	-1.3	-6	-1	8	6	-4	11
COc1ccccc1CCNC(=O)CCSc1nc(-c2ccco2)cc(C(F)(F)F)n1
 : 0	1.5	1.8	-29	-5	10	0	9	-16
CCCCCC(O)c1cccc(OCc2ccc3ccccc3n2)c1 (configuration not stated)
 : -1	3.1	2.6	-15	-3	8	-21	-6	48
CC(C)(C)NC(=O)NC(=O)CSc1ccc(S(=O)(=O)N2CCOCC2)cn1
 : 9	1.1	0.3	-5	2	1	-7	-3	-18
CC(C)(C)NC(=O)CN(Cc1cccs1)C(=O)CNS(=O)(=O)c1ccccc1
 : 1	0.4	0.1	-21	-2	20	2	-9	3
O=[N+]([O-])c1ccc(CSc2ccc(S(=O)(=O)N3CCCCCC3)cn2)cc1
 : 5	1.0	.	.	-5	-7	.	0	47
O=C(CCOc1ccccc1)Nc1ccccc1
 : -1	0.1	0.2	-6	-4	8	-1	-9	-2
Cc1ccc(-c2nc3ncccn3c2Nc2ccccc2C)o1
 : 2	0.1	0.2	-23	-10	-3	-4	2	-11

This is a random part of the collection; any-hit rate near 3.3%.
